Source: PubChem (National Center for Advancing Translational Sciences (NCATS))
mIDH1 inhibitor: blocks human mutant IDH1 R132H enzyme; O75874; IDH1-R132H enzyme, NADPH consumption, diaphorase/resazurin fluorescence; Potency, µM (highest dose often 76.6 µM), for inactives: at the top dose activity change, negative = inhibition, most hits filed as inhibitors; AID 602179; 0.093% of 390,000 active; note: potency is the fitted concentration of half-maximal effect; % is set by controls: 0 for no effect and ±100 for the full control effect; nearly all actives have a fitted effect of over 65% in size
Target sequence (O75874 whole entry R132H, stated change not applied): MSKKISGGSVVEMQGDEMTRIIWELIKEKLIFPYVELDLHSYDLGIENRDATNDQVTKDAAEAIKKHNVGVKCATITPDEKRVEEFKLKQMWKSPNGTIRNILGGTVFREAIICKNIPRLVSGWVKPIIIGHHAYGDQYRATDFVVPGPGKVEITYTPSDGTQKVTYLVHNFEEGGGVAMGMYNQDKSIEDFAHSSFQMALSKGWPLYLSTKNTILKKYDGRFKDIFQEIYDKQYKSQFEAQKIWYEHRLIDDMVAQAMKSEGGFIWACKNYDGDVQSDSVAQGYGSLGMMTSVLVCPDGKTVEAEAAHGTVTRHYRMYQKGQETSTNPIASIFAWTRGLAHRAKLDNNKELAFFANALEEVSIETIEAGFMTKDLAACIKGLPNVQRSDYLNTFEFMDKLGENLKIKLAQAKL
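IDH1-R132H (0.5 ug/mL dispensed) in pH 7.5 Tris buffer was preincubated 30 min with compound, then given a substrate mix of 0.016 mM NADPH and 2 mM alpha-KG for 80 min at room temperature; remaining NADPH was read by diaphorase/resazurin fluorescence.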
Vif-APOBEC3F blk: blocks the Vif interaction with APOBEC3F; HeLa A3F-eYFP + Vif (tagged APOBEC3F with the HIV-1 protein that degrades it), YFP fluorescence increase; Potency, µM (highest dose often 46.1 µM), for the others: at the top dose activity, negative = active; 0.2% of 390,000 active; AID 602313; note: potency is the fitted concentration of half-maximal effect; % of control where 0% means no effect; nearly all actives have a fitted effect of over 65% in size
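HeLa cells stably expressing Vif plus C-terminally eYFP-tagged A3F were seeded, incubated overnight at 37 deg C, dosed with compound, incubated overnight again at 37 deg C. Yellow fluorescence (Ex 488/Em 500-530) reported blocked Vif-mediated A3F-eYFP degradation.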
RGS4 inh: inhibitors of human regulator of G protein signaling 4; P49798; Transcreener GDP fluorescence polarization, RGS4-accelerated GTP hydrolysis; Potency, µM (titrated, usually from 114 µM), without a hit: at the top dose activity change, negative = inhibition, hits mostly inhibitors; 0.039% of 390,000 active; AID 504845; note: potency is the fitted concentration of half-maximal effect; % is set by controls: 0 for no effect and ±100 for the full control effect; nearly all actives have a fitted effect of over 75% in size; some results filed as inactive show a strong effect at the top dose
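MLSMR compounds (23 nl, pin-transferred) preincubated 10 min at room temperature with a 500nM (2x) first reagent, then RGS4 at 900nM (2x) plus Transcreener GDP mix added; fluorescence polarization (620/688 nm) read before and after 90 min at 30 °C.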
rTrxR1 inhibitor: blocks rat thioredoxin reductase 1. AID 588453. 1% of 390,000 active. O89049. recombinant rTrxR1, NADPH fluorescence consumption, selenite substrate. Potency, µM (series often up to 114 µM), inactives show at the top dose activity change, negative = inhibition, actives largely listed as inhibitors; note: potency is the fitted concentration of half-maximal effect; % is set by controls: 0 for no effect and ±100 for the full control effect; nearly all actives have a fitted effect of over 65% in size
Target sequence (O89049 whole entry, looked up): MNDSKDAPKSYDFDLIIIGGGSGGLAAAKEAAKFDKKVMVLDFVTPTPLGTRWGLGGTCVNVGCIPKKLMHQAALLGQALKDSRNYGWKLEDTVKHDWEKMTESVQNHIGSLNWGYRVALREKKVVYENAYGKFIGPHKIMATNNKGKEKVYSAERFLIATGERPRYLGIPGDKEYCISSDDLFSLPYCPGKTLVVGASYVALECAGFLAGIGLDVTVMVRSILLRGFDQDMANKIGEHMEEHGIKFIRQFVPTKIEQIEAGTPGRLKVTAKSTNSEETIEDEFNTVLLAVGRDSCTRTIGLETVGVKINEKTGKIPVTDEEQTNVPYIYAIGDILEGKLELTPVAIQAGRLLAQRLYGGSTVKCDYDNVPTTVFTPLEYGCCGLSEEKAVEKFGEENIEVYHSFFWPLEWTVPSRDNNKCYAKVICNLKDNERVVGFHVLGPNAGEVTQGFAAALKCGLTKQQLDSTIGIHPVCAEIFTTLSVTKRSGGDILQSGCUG
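Rat TrxR1 (90 nM in the dispensed reagent) was pre-reduced with 400 uM NADPH for 5 min at room temperature, then incubated with compound for 15 min. After 400 uM selenite was added, NADPH fluorescence (Ex 340/Em 450 nm) was followed for 8 min.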
LDHA block: blocks human lactate dehydrogenase A; 0.15% of 480,000 active; activity change, % (values are at about 110 or 230 µM); purified LDHA, NADH/diaphorase-resazurin fluorescence; hits give low values; P00338; in the data active = activity change below about -30%; inconclusive = mostly about -25% to -30%;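 note: plate controls were DMSO wells for no effect and wells without enzyme for full effect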
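Human LDH5 at 2 nM final in Tris HCl pH 7.4 with 0.06 mM NADH and 0.2 mM pyruvate, reacted 5 minutes at room temperature. Remaining NADH coupled via diaphorase/resazurin; resorufin fluorescence read at 0 and 20 minutes, normalized to enzyme-free and DMSO wells.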
USP1-UAF1 inh: USP1/UAF1 (human) deubiquitinase inhibition. recombinant USP1/UAF1, Ub-Rhodamine cleavage fluorescence. O94782. Potency, µM (series often up to 57.1 µM), inactives show top-dose activity change, negative = inhibition, hits mostly inhibitors. 0.23% of 390,000 active; note: potency is the fitted concentration of half-maximal effect; % is set by controls: 0 for no effect and ±100 for the full control effect; nearly all actives have a fitted effect of over 60% in size; inactives centre near -12
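USP1/UAF1 complex (1 nM) preincubated 15 min at room temperature with compound, then Ub-Rho substrate (150 nM final) added. Kinetic fluorescence at 480/540 nm over 6 reads at 60 s intervals; 50 mM HEPES pH 7.8, 0.5 mM EDTA, 0.1 mg/ml BSA, 1 mM TCEP, 0.01% Tween-20.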
Vif-A3G inh: Vif-A3G binding inhibition; AID 602310; 0.076% of 410,000 active; HeLa A3G-eYFP + Vif (tagged APOBEC3G with the HIV-1 protein that degrades it), YFP fluorescence, overnight; Potency, µM (doses to about 46.1 µM), without a hit: top-dose activity, negative = active, most hits filed as inhibitors;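 note: potency is the fitted concentration of half-maximal effect; % is set by controls: 0 for no effect and ±100 for the full control effect; nearly all actives have a fitted effect of over 60% in size; hits raise eYFP signal because A3G escapes Vif-driven loss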
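Read-out is eYFP fluorescence (Ex 488/Em 500-530) from Vif-expressing HeLa A3G-eYFP cells; more signal means A3G escaped Vif-mediated degradation. Cells plated overnight, compound pinned in, incubated overnight at 37 deg C.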
TrxR1 substrate: is turned over as a substrate by rat TrxR1. O89049. purified TrxR1 substrate turnover, NADPH consumption readout. Potency, µM (highest dose often 114 µM), for inactives: at the highest dose activity change, negative = substrate turnover. 0.01% of 390,000 active. AID 588456; note: potency is the fitted concentration of half-maximal effect; % is set by controls: 0 for no effect and ±100 for the full control effect; nearly all actives have a fitted effect of over 50% in size
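Rat TrxR1, dispensed at 90 nM, was prereduced with 400 uM NADPH (final) for 5 min at ~22 deg C, then incubated with compound 15 min before 400 uM selenite. A first-read NADPH fluorescence drop versus no-compound background flagged substrates.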
Glioma ERSR ind: induces the endoplasmic reticulum stress response in human glioma cells; U87-MG GRP78 promoter luciferase reporter, 16 h; Potency, µM, for inactives: at the highest dose activation, usual class: activators; AID 602332; 0.02% of 420,000 active; note: potency is the fitted concentration of half-maximal effect; series mostly up to about 76 µM; % of control where 0% means no effect; nearly all actives have a fitted effect of over 35% in size
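Stably transfected U87-MG human glioma cells carrying a GRP78-based luminescent sensor were seeded at 1000 cells/well, pin-dosed with compounds and incubated 16 h. Luciferase reagent was then added, and end-point luminescence was read after 10 min at room temperature.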
Active calls of the source: *; ? = inconclusive; & = joins results of further samples; [ ] = dose if it differs, or a comment. Unless noted, calls come from the whole dose curve; as a rule, active = well fitted curve in the direction sought with a large enough effect; inconclusive = small, poorly fitted or top-dose-only effect, or another doubt; inactive = no such curve, though single readings can be large; an effect the other way counts as inactive or inconclusive.

SMILES	mIDH1 inhibitor	Vif-APOBEC3F blk	RGS4 inh	rTrxR1 inhibitor	LDHA block	USP1-UAF1 inh	Vif-A3G inh	TrxR1 substrate	Glioma ERSR ind
Cc1cc(=O)[nH]c(N/N=C/c2ccc(OC(=O)c3ccco3)cc2)n1	-6%	3%	-25%	4%	-4	-15%	0%	-14%	0%
O=C1NN(c2ccccc2)C(=O)/C1=C/c1ccc(Sc2cccc3ccccc23)o1	-3%	-6%	?	-55%	3	?	-4%	-18%[57.1 µM]	-4%
COc1cccc(NC(=O)CC2C(=O)NC3CCCCC3N2C(=O)c2ccc(F)cc2)c1 (stereo not drawn)	4%	-1%	-7%	5%	-9	11%	0%	4%[57.1 µM]	1%
Cc1nn(-c2ccc(N3CCOCC3)nn2)c(C)c1CCC(=O)NCc1ccccc1	2%&5%	2%&1%	18%[11.4 µM]	30%	2&0	-23%&-3%	6%&1%	11%	-4%&-2%
O=C(c1ccc([N+](=O)[O-])cc1)N1CCSC1c1ccccc1 (stereo not drawn)	3%	2%	-13%	8%[57.1 µM]	4	-16%	1%	-4%	-1%
COc1cccc(/C=C/c2nc(C#N)c(NCCc3ccc(OC)c(OC)c3)o2)c1	-7%	-1%	31%	73%[activator]	-1	-21%	1%	167%[activator]	-1%
O=C(c1ccc(Cn2c(=S)[nH]c3ccc(Br)cc3c2=O)cc1)N1CCN(C2CCCCC2)CC1	5%	9%	-46%	-10%[57.1 µM]	-3	-17%	1%	0%[57.1 µM]	0%
Cn1cc(/C=C/C(=O)N2CCCC(C(=O)c3cccc4ccccc34)C2)cn1 (stereo not drawn)	-1%	3%	-8%	15%	3	-17%	-9%	3%	?
Cc1nn2c(N3CCCC3)cc(C(C)C)nc2c1-c1ccccc1	9%	-9%	-1%	84%[activator]	-5	-21%	-10%	130%[activator]	0%
CC1CN(c2cc(=O)n(-c3ccccc3)c(=O)[nH]2)CC(C)O1 (stereo not drawn)	-3%	0%	-16%	?	-3	-12%	0%	4%[57.1 µM]	-3%
O=C(CN1C(=O)NC2(CCCc3ccccc32)C1=O)NC1CCCCC1 (stereo not drawn)	6%	-13%	-31%	1%	-2	-12%	-4%	-7%	0%
COCCNC(=O)NC12CC3(C)CC(C)(CC(C)(C3)C1)C2	5%	-2%	7%	-3%	-4	-21%	-4%	-3%	-3%
CCc1nn(CC(=O)NCCCc2ccccc2)c(=O)c2cc3c(OC)cccc3n12	-3%&6%	1%&0%	-27%&13%	21%&17%	0&-8	?	1%&7%	3%&10%	-6%&0%
Cc1cc(=O)[nH]c2nnc(-c3ccc(Br)cc3)n12	2%	-8%	29%	13%	-5	-13%	1%	-3%	4%
O=C(c1ccc(NS(=O)(=O)c2ccc3[nH]c(=O)[nH]c3c2)cc1)N1CCCC(C(F)(F)F)C1 (stereo not drawn)	1%	1%	4%	-3%	-5	0%	1%	-7%	-6%
C=CCNc1nc(NCCN2CCOCC2)nc(N2CCOCC2)n1	3%	-13%	-28%	-9%	-11	-21%	0%	0%	-4%
CN(C)c1ccc(C2CC(c3cccc(NS(C)(=O)=O)c3)=NN2C(=O)c2ccccc2)cc1 (stereo not drawn)	-5%	-1%	?	10%[57.1 µM]	-8	-12%	-1%	2%[57.1 µM]	0%
Cc1cc(Br)ccc1NC(=O)CSc1nnc(CN2CCOCC2)n1C	0%	1%	6%	-2%	-6	2%	0%	-7%	-3%
O=C(CNC(=O)c1ccccc1F)NC1CC1	2%	-23%	8%	-15%	-9	-5%	0%	-8%	-3%
COC(=O)CSc1nc2cc(C)cc(C)c2cc1C#N	0%	-1%	-6%	-11%	-3	-19%	2%	-6%	-1%
Cc1cc(NC(=O)N2CCC(CN3CCCCCC3)CC2)ccc1Br	-16%	-21%	-27%	-13%	0	-13%	-3%	1%	3%
Cc1cc(Nc2ccc(F)cc2)n2c(nc3ccccc32)c1C#N	-4%	2%	-24%	11%	3	-25%	-7%	2%	-2%
CCOc1ccc(/C=N/NC(=O)c2ccccc2O)cc1CN1CC2CC(C1)c1cccc(=O)n1C2 (stereo not drawn)	-3%	-1%	-3%	34%	-7	-27%	0%	5%	2%
O=Cc1ccc(OCc2cn(CC(=O)c3ccc(O)cc3)nn2)cc1	-8%	0%	-3%	11%	-5	?	0%	-1%	-2%
O=C(COc1ccc(-n2cnnn2)cc1)Nc1ccc(F)cc1	-1%	1%	1%	10%	-4	-8%	0%	2%	-4%
O=[N+]([O-])c1ccc(N2CCN(c3ccccc3F)CC2)nc1	5%	7%	15%	6%[57.1 µM]	-4	-10%	1%	9%[57.1 µM]	-5%
Nc1nc(-c2cccnc2)nn1S(=O)(=O)c1ccccc1	2%	0%	29%[11.4 µM]	8%[57.1 µM]	-7	3%	-7%	-9%	-4%
O=C(Nc1ccccc1)Nc1cccc(NC(=O)Nc2ccccc2)c1F	2%	-16%	11%	7%[57.1 µM]	-10	1%	0%	-2%[57.1 µM]	-2%
CCc1ccc(-c2cc(C(=O)N/N=C/c3ccccn3)[nH]n2)cc1	1%	8%	-20%	19%[57.1 µM]	-5	-22%	-7%	3%[57.1 µM]	-4%
COc1cccc(CNC(=O)COC(=O)c2nc(Cl)c(Cl)c(Cl)c2Cl)c1	2%	?	-1%	?	-9	-14%	-24%	-14%	3%
O=[N+]([O-])c1cccc(S(=O)(=O)NCCc2cn3ccccc3n2)c1	2%	-9%	-6%	-7%	-1	-26%	0%	-2%	-3%
Cc1cccc(C(=O)NC2CCCCCCC2)c1	-8%	0%	28%	-13%	-9	-3%	2%	-10%	2%
Cc1ccc(S(=O)(=O)Nc2c(O)c3ccccc3oc2=O)cc1C	7%	3%	8%	-12%[57.1 µM]	1	-6%	-9%	-9%[57.1 µM]	2%
CSc1ccc(-c2nc(CN3CCCCC3c3cccnc3)c(C)o2)cc1 (stereo not drawn)	9%	0%	-16%	3%	-8	-22%	-7%	7%	-3%
COc1ccc(S(=O)(=O)Nc2ccc(-c3ccc(N4CCCC4)nn3)cc2)cc1C	-7%	-4%	-7%	17%[57.1 µM]	-4	-15%	-3%	6%[57.1 µM]	1%
CCOCc1cn(CC(=O)c2ccc([N+](=O)[O-])cc2)c(C)nc1=N	0%	6%	-17%	4%[57.1 µM]	4	-20%	1%	-27%[57.1 µM]	-1%
COc1cc(OC)cc(C(=O)OCC(=O)NC(c2ccccc2)c2ccccc2)c1	0%	-2%	12%	8%	-6	-12%	0%	-2%	-6%
COc1ccc(Nc2cc(C(=O)NCCCN(C)Cc3ccccc3)c3ccccc3n2)cc1	5%	1%	-12%	-8%[57.1 µM]	1	-4%	2%	-12%[57.1 µM]	-3%
COCCN(CCOC)S(=O)(=O)c1ccc(C(=O)Nc2ccncc2)cc1	0%	0%	-1%	4%	-10	-17%	3%	-3%	-2%
O=C(COc1ccccc1)N1CCN=C1SCc1ccccc1F	-1%	-17%	-6%	17%	1	-4%	2%	-4%	-2%
Cn1c(-c2sccc2OCc2ccccc2)n[nH]c1=S	7%	2%	-9%	-26%	-2	-8%	-11%	3%	-5%
COc1ccc(CCc2nc(-c3ccc(-n4cccc4)cc3)no2)cc1	-7%	2%	-3%	7%[57.1 µM]	-1	-9%	3%	10%[57.1 µM]	-3%
COC(=O)c1ccccc1NC(=O)CN1CCN(Cc2ccccc2)CC1	0%	-6%	-43%	2%	1	-5%	-6%	-2%	-6%
COc1ccc(C2Nc3ccccc3C(=O)N2Cc2ccccc2)cc1 (stereo not drawn)	-3%	2%	-14%	11%	-1	-19%	-8%	59%[activator]	-4%
CCCCOC(=O)c1ccc(NC(=O)Cc2coc3c(C)c(C)ccc23)cc1	8%	-10%	-4%	14%	5	-25%	5%	-1%	-6%
CCc1ccc(C(=O)c2cn(CC(=O)Nc3ccc4c(c3)OCCO4)c3ccc(F)cc3c2=O)cc1	-2%	-1%	6%	0%	-10	-8%	-3%	-9%	1%
Cc1ccc(CN2COc3cc(C)c4c(oc(=O)c5ccccc54)c3C2)cc1	-4%	-1%	30%	3%	-4	-19%	-5%	-6%	-2%
COc1cc(C)nc(N2CCCC(C(=O)Nc3cccc(Cl)c3C)C2)n1 (stereo not drawn)	-4%	4%	-38%	8%[57.1 µM]	-5	-13%	0%	-10%	-6%
CCOc1ccc(C2CC(c3ccccc3C)n3nc(N)nc3N2)cc1 (stereo not drawn)	-3%	1%	?	3%[57.1 µM]	0	-1%	-5%	6%[57.1 µM]	-5%

Among those listed so far, 2 have a Cl atom:
SMILES	mIDH1 inhibitor	Vif-APOBEC3F blk	RGS4 inh	rTrxR1 inhibitor	LDHA block	USP1-UAF1 inh	Vif-A3G inh	TrxR1 substrate	Glioma ERSR ind
COc1cccc(CNC(=O)COC(=O)c2nc(Cl)c(Cl)c(Cl)c2Cl)c1	2%	?	-1%	?	-9	-14%	-24%	-14%	3%
COc1cc(C)nc(N2CCCC(C(=O)Nc3cccc(Cl)c3C)C2)n1 (stereo not drawn)	-4%	4%	-38%	8%[57.1 µM]	-5	-13%	0%	-10%	-6%

Some of the compounds tested (hit frequency here may not be typical).
